# From PubChem
# ALDH1A1 block: blocks purified human ALDH1A1 activity | Potency, µM (titrated, usually from 75.3 µM), for inactives: top-dose activity, negative = inhibition, actives largely listed as inhibitors | 7.3% of 220,000 active | Purified ALDH1A1, NADH fluorescence, propionaldehyde substrate | P00352 | AID 1030; active means well fitted inhibition curve with a large enough effect, not every such curve was filed as active; inconclusive means small, poorly fitted or top-dose-only effect, or another doubt; inactive means no such curve, though single readings can be large or run the other way;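 further: plate controls were no enzyme wells and a reference inhibitor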
# KDM4E inh: inhibitors of human JMJD2E histone demethylase. B2RXH2. JMJD2E catalytic domain, FDH-coupled NADH fluorescence (FDH is formaldehyde dehydrogenase). Potency, µM (highest dose often 57.1 µM), for inactives: top-dose activity change, negative = inhibition, hits mostly inhibitors. 1.6% of 230,000 active; active means well fitted inhibition curve with a large enough effect, not every such curve was filed as active; inconclusive means small, poorly fitted or top-dose-only effect, or another doubt; inactive means no such curve, though single readings can be large or run the other way;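 further: 0% = wells with enzyme and -100% = buffer wells without enzyme; nearly all actives have a fitted effect of over 50% in size; many of its hits are not listed in these tables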
# TRb SRC2 PPI: inhibitors of human thyroid hormone receptor beta-SRC2 interaction; AID 1469; TRbeta-SRC2 peptide binding, fluorescence polarization; receptor liganded with 1 µM T3; P10828; 0.065% of 280,000 active; Potency, µM (series often up to 106 µM), for the others: at the highest dose activity change, negative = inhibition, usual class: inhibitors;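 further: plate controls were bound peptide for no effect and peptide without receptor for full effect; nearly all actives have a fitted effect of over 50% in size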
#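 Assay buffer: 20 mM Tris-HCl, 100 mM NaCl, 10% glycerol, 1 mM EDTA, 0.01% NP-40, 1 mM DTT, 1 uM T3, 5% DMSO; TRb LBD 0.6 uM, Texas Red SRC2 20 nM; FP after 5 hr.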
# RECQ1 inh: RECQ1 (human) helicase inhibition. P46063. 0.54% of 240,000 active. AID 2549. Potency, µM (highest dose often 57.3 µM), without a hit: at the highest dose activity, negative = inhibition, most hits filed as inhibitors. RECQ1 DNA unwinding, red fluorescence kinetic read;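 further: plate controls were vehicle for no effect and no enzyme for full effect; nearly all actives have a fitted effect of over 30% in size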
# Target sequence (P46063 whole entry, looked up): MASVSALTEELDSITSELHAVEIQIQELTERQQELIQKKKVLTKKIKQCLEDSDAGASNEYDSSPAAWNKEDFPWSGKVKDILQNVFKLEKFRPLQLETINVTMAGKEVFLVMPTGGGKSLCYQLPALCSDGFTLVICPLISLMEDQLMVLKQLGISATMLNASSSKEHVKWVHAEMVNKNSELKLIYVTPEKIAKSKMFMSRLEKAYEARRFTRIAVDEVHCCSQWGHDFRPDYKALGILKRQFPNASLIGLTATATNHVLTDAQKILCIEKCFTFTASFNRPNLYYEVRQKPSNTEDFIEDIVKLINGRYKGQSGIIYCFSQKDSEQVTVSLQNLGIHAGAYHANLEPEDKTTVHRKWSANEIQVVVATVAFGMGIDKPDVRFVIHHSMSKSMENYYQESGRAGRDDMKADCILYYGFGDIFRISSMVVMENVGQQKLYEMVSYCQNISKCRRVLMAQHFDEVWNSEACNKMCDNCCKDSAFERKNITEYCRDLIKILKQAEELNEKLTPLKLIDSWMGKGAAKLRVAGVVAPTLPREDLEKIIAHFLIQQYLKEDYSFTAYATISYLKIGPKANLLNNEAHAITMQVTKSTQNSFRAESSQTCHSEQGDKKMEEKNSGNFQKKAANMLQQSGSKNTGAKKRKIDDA
#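 50 nM RECQ1T1 preincubated 15 min with compound in Tris pH 8.0 buffer with MgCl2, DTT, Tween-20 and 2.5 ug/ml poly(dI-dC); started with 200 nM TAMRA/BHQ-2 forked duplex and 2 mM ATP. Unwinding read as fluorescence (525/598 nm), two reads 2 h apart.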
# TexasRed fluor: alters Texas Red total fluorescence, flagging assay interference; 0.29% of 280,000 active; Potency, µM (titrated, usually from 106 µM), inactives show at the highest dose fluorescence change, negative = quenching; TRb/SRC2 Texas Red total fluorescence interference; active means well fitted curve in either direction with a large enough effect; inconclusive means small, poorly fitted or top-dose-only effect; further: on the % scale 0 is the no-effect control and ±100 the full control effect
#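 Human TRβ ligand-binding domain (0.6 uM) and Texas Red SRC2 peptide (20 nM) in Tris buffer with 1 uM T3 and 5% DMSO were incubated with pinned compound for 5 hr at ambient temperature. Total fluorescence was computed as S + 2P (555/632 nm).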
# SMN2 splice enh: increases expression of the SMN2 splice variant; HEK293 SMN2-luciferase splicing reporter, luminescence, 30-36 h; Potency, µM (doses to about 46.1 µM), without a hit: top-dose activity change, positive = activation, most hits filed as activators; 2.8% of 210,000 active; AID 1458; further: % of control where 0% means no effect; nearly all actives have a fitted effect of over 55% in size
#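 HEK293 cells carry an SMN2 minigene-luciferase reporter in which exon 7 inclusion puts luciferase in frame. Cells were seeded at 2000 cells/well, attached for 10-12 hours, then exposed to compounds for 30-36 hours at 37C before ONE-Glo luminescence.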
# RGS12 GoLoco inh: blocks human Gai1 binding to RGS12 GoLoco peptide, red readout. P63096. Gai1:RGS12 GoLoco peptide FP, rhodamine, 10 min. Potency, µM (titrated, usually from 61.6 µM), for the others: at the top dose activity, negative = inhibition, usual class: inhibitors. 0.44% of 230,000 active. AID 880; active means well fitted inhibition curve with a large enough effect, not every such curve was filed as active; inactive means no such curve, though single readings can be large or run the other way; further: on the % scale 0 is the no-effect control and ±100 the full control effect; nearly all actives have a fitted effect of over 30% in size; many of its hits are not listed in these tables
# Target sequence (P63096 whole entry, looked up): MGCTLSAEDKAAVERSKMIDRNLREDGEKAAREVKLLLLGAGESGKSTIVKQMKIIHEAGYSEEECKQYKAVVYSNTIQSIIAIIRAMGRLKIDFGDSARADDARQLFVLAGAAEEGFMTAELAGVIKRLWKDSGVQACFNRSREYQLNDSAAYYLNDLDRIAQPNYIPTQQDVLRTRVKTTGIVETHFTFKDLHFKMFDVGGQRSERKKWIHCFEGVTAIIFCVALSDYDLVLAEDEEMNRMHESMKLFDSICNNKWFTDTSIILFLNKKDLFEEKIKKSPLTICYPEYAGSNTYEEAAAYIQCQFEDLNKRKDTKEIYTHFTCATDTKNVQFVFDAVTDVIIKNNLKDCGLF
# Lamin A splicing: changes lamin A minigene splicing in HeLa cells | 0.01% of 200,000 active | Potency, µM (doses to about 46.1 µM), for inactives: at the top dose ratio change, negative = inhibition, usual class: inhibitors | HeLa LMNA splicing GFP/RFP minigene ratio, 48 h | AID 1487; active means well fitted inhibition curve with a large enough effect in the signal ratio, with a control signal flat, not every such curve was filed as active; inconclusive means small, poorly fitted or top-dose-only effect, or effect the other way, or a change in a side signal; the % refers to the signal ratio; further: on the % scale 0 is the no-effect control and ±100 the full control effect
#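 Read-out is the ratio of GFP to DsRed2 object intensity, acquired by 488 nm laser-scanning cytometry on HeLa lamin A-EGFP minigene reporter cells. Compound incubation 48 hrs at 37 °C in Opti-MEM with 2% FBS; DMSO 0.5% final.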
# * marks the source's active call; other numbers are inactive results; i = inactive; u = inconclusive; x = no result given; [ ] = remark or other dose. Unless noted, the call rests on the fitted dose curve; in most records, active means well fitted curve in the direction sought with a large enough effect; inconclusive means small, poorly fitted or top-dose-only effect, or another doubt; inactive means no such curve, though single readings can be large; an effect the other way counts as inactive or inconclusive. Potency means the concentration at half of the fitted maximal effect.
SMILES,ALDH1A1 block,KDM4E inh,TRb SRC2 PPI,RECQ1 inh,TexasRed fluor,SMN2 splice enh,RGS12 GoLoco inh,Lamin A splicing
CC(C)CC(NC(=O)c1ccc(C#CC(C)(C)O)s1)C(=O)O (stereo not drawn),u,-1.9%,-13.5%,-13.2%,0.5%,x,-4.0%,u
COc1ccc(NC(=S)NC(NC(C)=O)C(Cl)(Cl)Cl)c([N+](=O)[O-])c1 (stereo not drawn),u,0.4%,-0.5%,-4.2%,1.3%,4.0%,7.1%,-1.8%
CSc1ccccc1-c1nnc(-c2ccc(Cl)c(Cl)c2)o1,u,-0.5%,13.7%,-9.8%,-0.9%,11.6%,-8.5%,0.7%
COC(=O)c1c(-c2ccc(C)cc2)csc1N,u,-8.2%,2.3%,-0.2%,-0.3%,-6.0%,8.3%,1.0%
O=C(COC(=O)c1c(Cl)cccc1Cl)Nc1ccccc1Br,-3.4%,2.4%,-0.9%,-7.3%,4.6%,5.2%,-10.8%,-5.4%
CCCn1c(=O)c2c(nc3n2CCS3)n(C)c1=O,13.4%,-2.3%,9.8%,i,-0.5%,-15.4%,18.4%,19.8%[46 µM]
CCCc1nc2ccccc2c(=O)n1NC(=O)c1c(O)c2ccccc2n(C)c1=O,0.4%,-4.0%,0.4%,i,-5.1%,x,4.0%,x
C=CCn1c(SCC(=O)Nc2nc(C)cs2)nnc1C(NC(=O)c1ccccc1)C(C)C (stereo not drawn),-6.1%,8.4%,-5.2%,2.1%,-0.8%,-13.3%,2.3%,-7.2%
O=C(N/N=C/c1cccn1-c1ccc([N+](=O)[O-])cc1)c1cccnc1,x,-14.3%,2.9%,-19.6%,-1.5%,x,9.8%,x
Cc1onc(-c2ccccc2Cl)c1C(=O)Nc1cnn(Cc2ccccc2)c1,-5.9%,-6.3%,0.3%,-11.2%,-0.9%,-6.3%,6.8%,-9.9%
O=C(NC1CC2CCCC(C1)N2C(=O)NCc1ccccc1)C1CC1 (stereo not drawn),1.9%,1.9%,-4.4%,-3.6%,-0.8%,-6.5%,-6.6%,4.2%
Cc1cccc(NC(=O)CCC(=O)N/N=C/c2ccco2)c1C,-1.0%,3.9%,-1.3%,-16.5%,-6.4%,-1.2%,-10.9%,-4.2%
Cc1[nH]c2ccc(-c3n[nH]c(=S)n3C)cc2c1C,-3.6%,u,-0.4%,-6.6%,-1.8%,-3.0%,2.8%,9.8%
NS(=O)(=O)c1ccc(NC(=O)CSc2ccccn2)cc1,u,-6.9%,7.5%,3.3%,0.0%,-15.1%,11.0%,0.7%
CC(=O)c1cnc(Nc2cccc(Cl)c2Cl)s1,-10.8%,-15.2%,-3.5%,i,-4.4%,12.6µM*,18.4%,1.7%[46 µM]
COc1ccc(NC(=S)N2CCC(C(=O)c3ccc(C)cc3)CC2)c(OC)c1,-4.1%,-28.6%,-2.6%[53 µM],-9.0%,-0.1%[53 µM],x,18.3%,4.9%[46 µM]
COc1ccc(/C=N/OCC(=O)N2CC3(C)CC2CC(C)(C)C3)cc1OC (stereo not drawn),u,3.7%,-0.1%,2.8%,-1.6%,-17.1%,4.7%,-12.9%
CC1CCN(S(=O)(=O)c2ccc3c(c2)c(=O)c(C(=O)NCc2ccccc2Cl)cn3C)CC1,u,2.8%,1.0%,-3.3%,-6.5%,-6.1%,-2.3%,u
NCC(c1ccccc1)(c1ccccc1)c1ccccc1,9.7%,6.8%,5.6%[53 µM],i,0.0%[53 µM],6.0%,-5.0%,-6.6%
COc1cc(/C=N\NC(=O)c2c(C)nc3cc(C)ccn23)ccc1O,u,u,-8.1%,-18.8%,-2.9%,-2.0%,7.8%,x
NC(=O)CN1CCOCCN(CC(N)=O)CCOCC1,11.5%,u,-16.3%,4.3%,1.2%,-11.6%,-10.2%,2.9%
CN1C(=O)Cc2cc(S(=O)(=O)NCc3cccs3)ccc21,-7.4%,-3.3%,2.3%,-2.3%,1.5%,x,12.3%,u
COC(=O)CSc1nnc(CSc2nc(C)cc(C)n2)o1,4.8%,0.3%,-0.8%,-3.9%,-0.1%,1.5%,1.9%,-0.8%
CC(NS(=O)(=O)c1ccc(OCC(=O)Nc2cccc([N+](=O)[O-])c2)cc1)c1ccccc1 (stereo not drawn),-3.9%,-1.5%,-2.6%,-1.5%,-2.5%,-24.9%,4.1%,u
Cc1noc(C)c1N=Nc1ccc(Br)cc1C(=O)O,2.7%,-10.5%,2.3%,i,-0.9%,x,-0.7%,x

# Some entries already given, limited to Lamin A splicing, SMN2 splice enh and RECQ1 inh:
SMILES	Lamin A splicing	SMN2 splice enh	RECQ1 inh
CC(NS(=O)(=O)c1ccc(OCC(=O)Nc2cccc([N+](=O)[O-])c2)cc1)c1ccccc1 (stereo not drawn)	u	-24.9%	-1.5%
COc1ccc(NC(=S)N2CCC(C(=O)c3ccc(C)cc3)CC2)c(OC)c1	4.9%[46 µM]	x	-9.0%

# (cont.)
SMILES,ALDH1A1 block,KDM4E inh,TRb SRC2 PPI,RECQ1 inh,TexasRed fluor,SMN2 splice enh,RGS12 GoLoco inh,Lamin A splicing
O=C(COC(=O)c1ccc(Cl)nc1)Nc1ccc2c(c1)OCO2,-4.9%,-6.8%,-0.5%,u,0.3%,1.9%,6.0%,18.5%[46 µM]
Cc1cc(C)c(S(=O)(=O)n2ccc3ccccc32)c(C)c1,16.1%,-4.2%,-15.8%,-8.7%,5.2%,-18.9%,-23.8%,3.2%
Cc1ccc(NC(=O)COC(=O)CCC(=O)c2ccc(C(C)(C)C)cc2)c([N+](=O)[O-])c1,0.501µM*,8.4%,-1.6%,-3.0%,1.2%,-23.2%,36.6%,10.1%
CCc1ccc2c(c1)C(c1cccs1)=NNC(c1cccnc1)=N2,-13.5%,5.1%,-1.9%,-18.1%,-0.1%,7.8%,15.2%,u
CC(C)C[C@@H](CC(=O)N[C@H](CC(=O)N[C@@H]1CCNC[C@H]1C(=O)N[C@H](CC(=O)N[C@@H](CCC(=O)O)CC(=O)O)Cc1ccccc1)C(C)C)NC(=O)[C@@H]1CNCC[C@H]1N,2.3%,3.9%,1.6%,8.9%,-2.9%,16.0%,1.7%,x
O=c1[nH]c(C2CCCN(S(=O)(=O)c3ccc(F)cc3)C2)nc2c1nnn2Cc1ccccc1 (stereo not drawn),14.1µM*,5.3%,-25.7%,i,1.6%,x,3.5%,12.5%
O=C(NCCc1cccs1)C1CC(c2ccc([N+](=O)[O-])cc2)=NO1 (stereo not drawn),-6.5%,-3.5%,-11.3%,-9.3%,-1.3%,u,-16.2%,-0.8%
NS(=O)(=O)c1ccc(CCNC2CC(=O)N(Cc3ccccc3)C2=O)cc1 (stereo not drawn),-5.0%,4.7%,2.7%,10.6%,2.2%,25.5%,11.9%,0.9%
COc1ccc(NC(=O)c2ccc(S(=O)(=O)N(C)C)cc2)cc1,4.2%,-27.1%,0.0%,4.6%,-1.1%,x,5.8%,5.7%[46 µM]
O=C(NCC1CCCO1)C1CC(c2ccccc2Cl)=NO1 (stereo not drawn),9.6%,8.0%,-6.3%,-3.3%,-2.9%,x,5.2%,1.8%
Cc1occc1C(=O)NCCc1ccc(Cl)cc1,-11.0%,-3.0%,-1.6%,10.0%,-0.6%,1.7%,11.5%,4.3%
O=C(Cc1csc(Nc2nc(=S)[nH]c3ccccc23)n1)NCCCN1CCN(c2ccccc2F)CC1,-4.1%,u,1.6%,-4.9%,-1.0%,-11.9%,10.3%,u
CCCn1nc2cc(C(=O)NCCCCc3ccccc3)ccc2c1OCC,u,u,-9.4%,-6.1%,0.5%,-8.9%,7.2%,-2.1%
CCN(CC)CCn1c(-c2ccccc2)nc2c(NCCO)nc(C)nc21,u,u,3.9%,-1.7%,-2.4%,1.7%,-3.6%,x
N#Cc1cccc(NC(=O)c2nc(-c3ccccc3)n(-c3ccccc3)n2)c1,u,-11.5%,-3.7%,-12.0%,-1.1%,-5.3%,-1.2%,-3.5%
COCCCN1CCN(C2Cc3ccccc3Sc3ccc(Cl)cc32)CC1 (stereo not drawn),-4.1%,u,-12.4%,-14.3%,-1.8%,-17.9%,8.5%,u
CCCn1c(SCC(=O)Nc2cccc(S(=O)(=O)N(C)C)c2)nc2ccccc2c1=O,x,-3.3%,-1.2%,-10.4%,0.8%,x,-2.7%,x
O=[N+]([O-])c1ccc(C(=S)N2CCN(Cc3ccccc3)CC2)cc1,14.1µM*,-5.8%,-6.1%,-8.0%,-7.6%,-80.6%[inhibitor],-0.9%,u
FC(F)(F)c1cnc(-c2cnc(-c3cccnc3)nc2)c(Cl)c1,5.4%,-8.7%,5.9%,-16.1%,-1.1%,12.6µM*,7.2%,19.7%[46 µM]
Cc1oc2c(cc(NS(=O)(=O)c3ccc4c5c(cccc35)C(=O)N4)c3ccccc32)c1C(=O)OC(C)C,u,u,5.2%,0.5%,-1.1%,1.3%,35.2%[activator],u
CCOC(=O)C1CCN(C(=O)Cn2cc(C(=O)OC)c3ccccc32)CC1,-2.5%,1.8%,16.5%,i,-1.9%,-1.8%,5.1%,19.4%[46 µM]
CN(C(=O)CSc1nc2ccc([N+](=O)[O-])cc2s1)C1CCS(=O)(=O)C1 (stereo not drawn),x,-0.7%,2.5%,0.9%,-3.0%,x,-7.5%,x
O=C(Cc1ncc(C(F)(F)F)cc1Cl)NC1CC1,8.9%,6.2%,3.4%,2.3%,-0.5%,1.8%,-9.0%,-2.8%[46 µM]
c1ccc(-c2nc(-c3cccs3)c(NC3CCCCC3)o2)cc1,2.4%,-7.3%,14.0%,i,-3.6%,-0.8%,12.8%,x
CN(C)CCCNC(=O)/C=C/c1ccc(OCc2c(F)cccc2Cl)cc1,6.5%,9.5%,-2.3%,i,1.1%,-18.2%,2.5%,13.3%[46 µM]
COc1cccc(/C=C/C(=O)Nc2ccccc2N2CCOCC2)c1,u,-5.1%,-3.7%,-3.2%,-1.8%,x,9.7%,x

# A portion of the library (hit frequency here may not be typical).
